ssDAF-12 act: activates DAF-12 receptor from parasite S. stercoralis; actives 1% (n = 370,000); activation, % at 6.8 µM; HEK293 ssDAF-12/GRIP1 lit1-tk-luc reporter, luminescence; % of 3 µM dafachronic acid response;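 active means activation above the mean over all tested compounds plus 3 SD, cut at about 0.9% in these data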;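 further: 0% = DMSO-only wells and 100% = 3 µM delta7-dafachronic acid wells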
PG9 binder: small molecules binding HIV-1 gp120 antibody PG9. TR-FRET gp120-PG9 antibody binding. inhibition, % at 6.7 µM. actives 0.43% (n = 360,000). AID 624416; in the data active means inhibition above about 8.5%
GAA850 FXN act: frataxin GAA850 promoter activation. HEK293 lucGAA850 FXN promoter luciferase reporter, 24 h; percent of 10 µM SAHA response. activation, % at 6 µM. actives 0.56% (n = 360,000). AID 540364;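 active means activation above the average of all compounds screened plus 3 SD, cutoff fixed separately per campaign, cut at about 7.5% in these data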;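 further: 0% = DMSO wells and 100% = 10 µM SAHA wells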
SMARCA2 activ: increases SMARCA2 function in MMTV reporter cells | MG213 cells, MMTV-luciferase reporter, dexamethasone, overnight | AID 652017 | activation, % at 9.1 µM | actives 1% (n = 370,000); in the data active means activation above about 7.8%;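 further: 0% = vehicle wells and 100% = reference activator wells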
DAX1 inh-1: NR0B1 (DAX1) inhibition; P51843; HEK293 Gal4-DAX1 luciferase reporter, luminescence; inhibition, % at 6.75 µM; actives 0.99% (n = 340,000); AID 504766;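 active means inhibition above the mean over all tested compounds plus 3 SD, cut at about 4.2% in these data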;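 further: 0% = DAX1-transfected cells with DMSO and 100% = empty-vector control cells with DMSO; inhibition shows as a rise in luminescence from relieved DAX1 repression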
hcDAF12 agonist: activators of H. contortus DAF-12 nuclear receptor; HEK293 hcDAF-12 lit1-tk-luc reporter, luminescence; 0% DMSO, 100% Δ7-dafachronic acid; actives 1.4% (n = 370,000); activation, % at 6.8 µM; AID 652067;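 active means activation above the mean of all tested compounds plus 3 SD, cut at about 5.5% in these data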;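 further: 100% = response to 3 µM Δ7-dafachronic acid high control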
sPLA2-III inh: Inhibits HGIII-sPLA2 liposome hydrolysis, primary screen; inhibition, % at 12.2 µM; QFRET BODIPY PC-A2 liposome hydrolysis, fluorescence; actives 0.56% (n = 370,000);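 active means inhibition above mean plus 3 SD of compounds lying within the high and low control bounds, cut at about 19% in these data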;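 further: 0% = median of test compound wells and 100% = no enzyme DMSO wells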
Target sequence (Q9NZ20 whole entry, looked up): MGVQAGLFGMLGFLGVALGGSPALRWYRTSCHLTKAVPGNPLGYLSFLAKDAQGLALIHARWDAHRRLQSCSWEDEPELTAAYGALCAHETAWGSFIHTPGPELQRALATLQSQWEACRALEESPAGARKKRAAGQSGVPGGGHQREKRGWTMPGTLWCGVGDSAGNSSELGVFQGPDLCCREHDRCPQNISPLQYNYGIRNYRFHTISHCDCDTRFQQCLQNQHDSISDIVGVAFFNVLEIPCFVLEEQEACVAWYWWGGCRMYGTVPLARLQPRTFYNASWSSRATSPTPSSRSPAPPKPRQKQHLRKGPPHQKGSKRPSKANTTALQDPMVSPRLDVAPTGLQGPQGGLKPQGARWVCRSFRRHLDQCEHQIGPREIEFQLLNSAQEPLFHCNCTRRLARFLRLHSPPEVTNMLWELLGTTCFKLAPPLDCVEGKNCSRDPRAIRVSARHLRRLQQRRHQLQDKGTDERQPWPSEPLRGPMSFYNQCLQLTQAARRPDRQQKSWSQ
hgDAF-12 ag: activates the H. glycines DAF-12 receptor ligand-binding domain | HEK293 GAL4-hgDAF12 UAS-luciferase reporter, agonist luminescence; normalized to butyrate control | actives 1.8% (n = 370,000) | activation, % at 6.8 µM;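 active means activation above a cutoff set at the mean of all screened compounds plus 3 SD, cut at about 10% in these data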;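 further: 0% = DMSO wells and 100% = sodium butyrate wells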
DAX1 inh-2: DAX1 (NR0B1) inhibition, primary screen; actives 1.1% (n = 370,000); inhibition, % at 6.8 µM; HEK293T StAR-luciferase reporter, SF-1/DAX-1 repression relief; AID 652010;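 active means inhibition above the mean over all tested compounds plus 3 SD, cut at about 3.6% in these data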;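 further: 0% = DAX-1 cells with DMSO and 100% = cells lacking DAX-1 with DMSO; higher inhibition means more luminescence from relief of DAX-1 repression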
PLC-beta3 inh: inhibitors of human phospholipase C beta3 | Purified PLC-beta3, fluorogenic substrate, fluorescence | inhibition, % at 12.2 µM | actives 0.18% (n = 370,000) | AID 720704; in the data active means inhibition above about 11%;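 further: 0% = median of compound wells on plate and 100% = full blocker control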
Rev-erbA mod: modulators of human Rev-erb alpha DNA binding; P20393; actives 0.79% (n = 370,000); AID 1259318; Rev-erbα–FITC-DNA binding, fluorescence polarization, 90 min; activity, % at 10 µM;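 active means activity above about 14%, limit read from the data; passing the limit was not always enough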;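 further: 0% = DMSO wells with 35 nM protein and 100% = DMSO wells with 750 nM protein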
Target sequence (P20393 whole entry, looked up): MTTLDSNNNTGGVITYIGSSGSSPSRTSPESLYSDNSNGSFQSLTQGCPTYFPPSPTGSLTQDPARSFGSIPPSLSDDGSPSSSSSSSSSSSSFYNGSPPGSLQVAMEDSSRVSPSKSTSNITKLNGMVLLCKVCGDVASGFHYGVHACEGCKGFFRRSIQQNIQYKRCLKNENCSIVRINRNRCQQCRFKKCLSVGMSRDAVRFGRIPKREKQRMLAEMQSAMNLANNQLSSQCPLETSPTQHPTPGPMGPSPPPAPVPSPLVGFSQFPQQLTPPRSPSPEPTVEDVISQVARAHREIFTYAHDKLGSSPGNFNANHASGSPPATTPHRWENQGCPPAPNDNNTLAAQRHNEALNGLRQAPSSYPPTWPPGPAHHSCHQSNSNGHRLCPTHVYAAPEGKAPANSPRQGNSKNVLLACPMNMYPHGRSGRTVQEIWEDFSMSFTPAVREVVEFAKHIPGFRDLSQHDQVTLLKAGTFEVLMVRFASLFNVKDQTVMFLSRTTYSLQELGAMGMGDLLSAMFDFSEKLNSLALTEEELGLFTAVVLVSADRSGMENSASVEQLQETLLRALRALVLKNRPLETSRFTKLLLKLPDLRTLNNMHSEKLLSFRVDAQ
Active calls of the source: *; . = not tested or not shown.

Start of the data: the first 6 entries as a preview:
SMILES,ssDAF-12 act,PG9 binder,GAA850 FXN act,SMARCA2 activ,DAX1 inh-1,hcDAF12 agonist,sPLA2-III inh,hgDAF-12 ag,DAX1 inh-2,PLC-beta3 inh,Rev-erbA mod
CC1CC(=O)N(c2ccc(C(C)C)cc2)C(=O)C1,-1.6,0.7,3.4,-2,-0.5,-0.6,0,0.1,0.2,4,-4
Cc1ccccc1N/C(SCc1cccc(Br)c1)=C(/C#N)C(N)=O,-1.1,-2.6,1.4,9.7*,0.5,0.5,4,-1.6,-0.2,4,-2
COc1ccccc1-c1nnc(SC(C)C(=O)Nc2ccc(C(N)=O)cc2)o1 (centres undefined),-0.5,-0.4,1.4,-1,1.8,0.1,-4,1.5,0.7,-2,-1
COc1ccccc1C(=O)OCC(=O)NC12CC3CC(CC(C3)C1)C2,-1.4,-0.4,4.1,0,-0.6,0.7,3,0.0,1.8,-3,5
CN1c2ccccc2C(=O)C(=C2SCCCS2)S1(=O)=O,-1.2,-1.2,0.4,-3,0.4,0.1,-5,3.2,-0.4,-1,-2
Cc1ccc(S(=O)(=O)/N=C(\Nc2cc(C)on2)c2ccc(Cl)cc2)cc1,-0.5,-0.2,1.5,4,0.8,1.2,-11,6.2,1.0,2,1

The listing, previewed entries included:
SMILES,ssDAF-12 act,PG9 binder,GAA850 FXN act,SMARCA2 activ,DAX1 inh-1,hcDAF12 agonist,sPLA2-III inh,hgDAF-12 ag,DAX1 inh-2,PLC-beta3 inh,Rev-erbA mod
CC1CC(=O)N(c2ccc(C(C)C)cc2)C(=O)C1,-1.6,0.7,3.4,-2,-0.5,-0.6,0,0.1,0.2,4,-4
Cc1ccccc1N/C(SCc1cccc(Br)c1)=C(/C#N)C(N)=O,-1.1,-2.6,1.4,9.7*,0.5,0.5,4,-1.6,-0.2,4,-2
COc1ccccc1-c1nnc(SC(C)C(=O)Nc2ccc(C(N)=O)cc2)o1 (centres undefined),-0.5,-0.4,1.4,-1,1.8,0.1,-4,1.5,0.7,-2,-1
COc1ccccc1C(=O)OCC(=O)NC12CC3CC(CC(C3)C1)C2,-1.4,-0.4,4.1,0,-0.6,0.7,3,0.0,1.8,-3,5
CN1c2ccccc2C(=O)C(=C2SCCCS2)S1(=O)=O,-1.2,-1.2,0.4,-3,0.4,0.1,-5,3.2,-0.4,-1,-2
Cc1ccc(S(=O)(=O)/N=C(\Nc2cc(C)on2)c2ccc(Cl)cc2)cc1,-0.5,-0.2,1.5,4,0.8,1.2,-11,6.2,1.0,2,1
Cc1nc2cc(S(=O)(=O)N(C)C)ccc2n1-c1ccccc1,-1.2,0.6,4.4,-3,-0.1,-2.4,0,-0.5,-0.1,-1,-1
CCC1CCCCN1C(=O)CN1C(=O)CSC1=O (centres undefined),-0.6,0.3,3.0,4,-0.1,1.1,-4,-2.2,0.1,-1,1
CC(C)(C)[C@@H]1COC(=O)[C@@H](NC(=O)OCC2c3ccccc3-c3ccccc32)C/C=C\C[C@@H](CC(=O)NCCO)C(=O)N1,-1.2,1.0,0.2,0,3.0,-0.8,0,-2.4,-0.4,1,-5
CCOC(=O)C1=C(COC(=O)c2ccc([N+](=O)[O-])s2)NC(=O)NC1C (centres undefined),-1.1,-0.5,1.6,-1,0.4,-1.2,-3,-3.8,0.9,-8,14
CN(CC(=O)Nc1ccc(N2CCOCC2)cc1)C(=O)C12CC3CC(CC(C3)C1)C2,-1.1,0.0,1.4,1,-0.1,-0.3,6,-0.4,0.0,-4,1
COc1cccc(N(C)C(=O)[C@@H](C2CC2)[C@@H](O)c2ccc(Cl)cc2)c1,-1.0,.,.,0,.,1.2,-5,0.5,-0.5,1,3
CN1CCN(CC(=O)C23CC4CC(CC(C4)C2)C3)CC1,-1.1,0.1,0.3,0,1.1,0.1,-2,-0.9,-0.7,4,-2
CCc1ccc(/C=N/NC(=O)c2cc(C)on2)s1,-1.0,-1.2,4.5,0,0.8,3.0,1,6.0,1.2,0,0
CCN(Cc1nc(-c2ccccc2)no1)C(=O)COc1cccc(OC)c1,-0.7,-0.9,-2.1,-3,-0.7,-1.3,-7,0.2,0.1,-2,5
CCOc1cc(/C=N/NC(=O)c2ccncc2)ccc1OC(=O)c1ccccc1,-0.8,-0.6,0.3,-4,0.7,-0.6,-7,2.9,-1.1,-7,-4
Cc1ccc(NC(=O)c2nc[nH]c2C(=O)N[C@@H](C)C(=O)OC(C)(C)C)cc1,-1.7,2.0,-1.3,-2,-0.4,-0.1,-1,-2.4,-0.8,7,4
Cc1cc(C)nc(SCNC(=O)c2ccc(F)cc2)n1,-0.6,-0.8,0.1,1,3.1,-1.9,3,-2.9,-0.3,1,3
COc1ccc(CCn2c(=N)c(C(=O)NCC3CCCO3)cc3c(=O)n4ccccc4nc32)cc1OC (centres undefined),-1.2,-1.0,0.4,4,0.1,-1.3,6,0.5,-4.0,-17,4
O=C(Nc1ccc(CN2CCOCC2)cc1)c1cccc(-c2cc3ccccc3oc2=O)c1,-1.6,0.4,-1.9,-3,-2.2,-1.7,-10,-0.7,-0.7,-31,-3
CCOc1ccc(/C=N/OCC(=O)NCc2ccc3c(c2)OCO3)cc1OC,-1.1,0.1,2.0,-1,0.5,-0.9,-3,0.1,-1.1,2,3
CS(=O)(=O)c1cccc(C(=O)OCC(=O)c2ccc3c(c2)OCCO3)c1,-0.7,1.2,-0.4,4,-0.3,-1.0,10,1.7,-1.7,-12,7
CCOc1cc(/C=C2\N=C(SCC)SC2=O)cc([N+](=O)[O-])c1OC(C)=O,-1.1,0.3,0.1,0,-0.2,-1.0,6,-1.1,-0.6,-2,10
COc1ccc2cc(C#N)c(SCC(=O)NNC(=O)Cc3ccccc3)nc2c1,-0.7,27*,0.4,9.1*,-0.7,-0.1,-4,0.4,-0.5,-41,38*
CCCCNC(=O)O[C@H]1CC[C@@]23CCCN2C(=O)CCC[C@H]3C1,-1.5,.,.,.,.,-2.0,13,-0.2,.,2,-1
COc1cc(-c2c(-c3ccc4c(c3)OCO4)noc2-c2ccsc2)ccc1F,-0.9,-1.7,2.8,2,-0.7,0.9,-6,-0.4,0.1,2,2
COc1nc(-c2ccncc2)nc2ccccc12,-1.6,-1.9,1.7,-1,1.4,-1.3,-1,-1.4,-0.7,1,0
Cc1[nH]n(C)c(=O)c1C(=O)c1c(-c2ccccc2Cl)noc1C,-0.9,1.8,1.7,1,1.4,0.4,10,-2.0,-0.5,-6,-2
COc1cccc(CNC(=O)c2ccc(C)c(NC3=NC4CS(=O)(=O)CC4S3)c2)c1 (centres undefined),-0.9,-1.7,1.1,-1,1.4,-0.1,-1,2.3,0.5,2,3
Cc1cccc(C)c1NC(=O)C(Cl)=C(Cl)Cl,-1.7,-0.8,-6.1,-1,-2.3,-1.4,4,-6.8,-1.1,3,5
CCC1=NN2C(=N)/C(=C/c3c(C)nn(-c4ccccc4)c3Cl)C(=O)N=C2S1,-1.2,-0.5,1.8,3,-0.9,-3.5,-3,0.7,-0.5,-21,0
CCC(C)NC(=O)CCS(=O)(=O)c1ccc(Br)s1 (centres undefined),-1.3,-1.1,1.1,-2,0.2,-0.9,-1,0.4,-0.3,5,-5
O=C(O)C(c1ccccc1)c1ccccc1,-0.3,0.2,-1.6,-3,0.8,1.7,5,1.0,0.5,5,-4
COC(=O)C[C@H]1CC[C@@H]2[C@@H](COc3ccc(NS(=O)(=O)c4ccccc4Cl)cc3C(=O)N2C)O1,-1.0,.,.,-3,.,-1.4,-1,2.1,-0.1,-3,4
Cc1ccc(OCc2ccc(-c3ccccc3)cc2)c([N+](=O)[O-])n1,-0.5,1.1,4.9,-2,-0.4,-0.5,9,0.5,-0.9,-3,-2
COC(=O)CNC(=O)c1c(-c2ccccc2Cl)noc1C,-1.5,2.4,1.8,-1,-0.1,-1.5,-3,-3.7,-0.8,5,-6
Cc1ccccc1OCC(=O)Nc1ccc(C(=O)Nc2ccccc2C(=O)O)cc1,-1.2,0.2,-1.3,1,0.8,-0.7,-14,2.3,1.0,-8,-3
CC(=O)c1ccc(S(=O)(=O)NCC(=O)Nc2nc3ccccc3[nH]2)cc1,-0.3,-2.2,-0.7,2,-0.1,1.4,6,2.9,0.1,-18,0
CCCC(=O)n1nc(-c2ccc(OC)cc2)nc1N,-1.0,1.1,5.0,-1,0.7,-2.0,3,-1.0,0.7,2,4
CCn1c(SCC(N)=O)nnc1-c1cc2c(C)nn(-c3ccccc3)c2s1,-1.2,-1.7,-1.6,-1,-0.1,0.5,3,1.0,-0.4,-5,-4
CCc1nnc2n1N=C(c1ccc(OC)cc1)CS2,-1.2,0.6,1.1,-1,-0.7,-1.3,1,-0.5,-1.0,0,1
Cc1ccc(-n2c(O)c(C=Nc3cc(C)on3)c3ccccc3c2=O)c(C)c1,-1.9,-2.2,-3.1,-1,-1.3,-1.8,11,0.3,-0.8,-285,-1
COc1cc2ccccc2cc1C(=O)NC1CCCC1,-0.6,-0.7,6.0,4,1.8,1.1,-9,8.2,3.6,-26,-5
CCCOc1ccc(/C=c2\sc3nc(-c4ccco4)nn3c2=O)cc1OCC,-0.5,1.5,1.2,0,0.1,-1.9,1,-2.2,-0.2,-5,-1
O=C(NC1CCCC1)c1cc(-c2ccccc2O)on1,-0.6,-0.5,3.6,3,2.9,2.4,-9,9.8,2.1,-14,7
CC(C)Cn1c(SCc2nc3ccccc3c(=O)[nH]2)nc2ccccc2c1=O,-2.0,-2.8,-0.9,2,-0.4,-1.4,-2,-0.3,0.3,-4,0
Cc1n[nH]c(=S)n(NC(=O)CC(=O)Nn2c(=S)[nH]nc(C)c2=O)c1=O,-1.8,-4.1,0.2,-3,-0.4,-1.1,1,-1.6,-0.3,2,16*
COc1ccc2nc(SCC(=O)N(C)C3CCCCC3)[nH]c2c1,-1.8,-0.3,-0.3,0,-0.2,-1.5,-2,-0.7,-0.7,-2,1
[N-]=[N+]=CC(=O)C(c1ccccc1)(c1ccccc1)c1ccccc1,-0.7,1.5,-1.4,-2,1.8,-1.2,11,0.8,0.3,-5,0
CS(=O)(=O)CCC(C(=O)OCC(=O)c1ccc(Cl)cc1)N1C(=O)c2ccccc2C1=O (centres undefined),0.0,-2.1,-0.6,0,0.6,-0.1,-4,2.1,-0.1,-2,1

Later entries.
SMILES,ssDAF-12 act,PG9 binder,GAA850 FXN act,SMARCA2 activ,DAX1 inh-1,hcDAF12 agonist,sPLA2-III inh,hgDAF-12 ag,DAX1 inh-2,PLC-beta3 inh,Rev-erbA mod
O=C(OCCCN=C1NS(=O)(=O)c2ccccc21)c1ccc([N+](=O)[O-])cc1,-0.8,-0.9,1.6,-2,0.4,-1.9,3,0.0,0.5,0,-9
O=C(NNC(=S)NC1CCCCC1)c1ccc(Cl)s1,-1.2,-0.5,2.1,-2,0.0,0.3,-9,0.6,1.0,-4,3
O=C(NC1CCN(C(=O)Nc2ccc(F)cc2)CC1)c1ccc(F)cc1,-1.1,-1.5,1.3,0,-1.0,0.8,-1,-0.6,0.0,-4,2
COc1ccc(C)cc1NC(=O)n1ncc2c(C)cccc21,-0.1,-1.8,1.7,-1,-1.4,1.3,-3,3.2,-0.3,4,1
